# TRPC6 act = activators of mouse TRPC6 channel; AID 2550; HEK293-TRPC6 membrane potential dye fluorescence; hits give high values; B-score at 10 µM; Q61143; actives 0.13% (n = 310,000);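 active means B-score of the integrated fluorescence ratio above library mean plus 3 SD, and starting fluorescence ratio within library mean plus 5 SD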;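 further: higher score means more depolarization so channel activation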
# PolyA inh = inhibitors of polyadenylation in S. cerevisiae. S. cerevisiae SKY197-pL101 polyadenylation reporter, beta-gal luminescence; efflux-impaired pdr1/pdr3 knockout yeast; score 100 = 6 SD above DMSO. calls only at 12 µM. actives 0.02% (n = 300,000);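 active means lowest replicate activity score at least 50, where 100 means six control SD above control mean; inconclusive means lowest score under 50 but half or more replicates reach 50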;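 further: yeast exposed to compound for 9 h at 30 °C; higher score means more reporter readthrough which indicates perturbed polyadenylation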
# TRPC4 PAM = TRPC4 (mouse) allosteric potentiation | HEK293 TRPC4beta/mu-opioid, DAMGO EC20, Fluo-4 Ca2+ flux; hits give high values | B-score at 10 µM | actives 0.42% (n = 310,000) | AID 2227;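 active means B-score of calcium response area above 5 SD of library B-scores, with initial fluorescence ratio within 5 SD of library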;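 further: B-score of integrated fluorescence ratio over time as area under calcium response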
# MrgX1 allo act = allosterically activates human MrgX1 receptor signaling | MrgX1-HEK293, Fluo-4 calcium flux, FDSS; hits give high values | actives 0.63% (n = 310,000) | B-score at 10 µM | Q96LB2;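 active means plate-corrected calcium response at least 3 library SD above typical, normal starting fluorescence, not activating the receptor alone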;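 further: compound read alongside a low EC10 to EC30 dose of BAM8-22 agonist; peak minus trough fluorescence over baseline measured at the second addition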
# Target sequence (Q96LB2 whole entry, looked up): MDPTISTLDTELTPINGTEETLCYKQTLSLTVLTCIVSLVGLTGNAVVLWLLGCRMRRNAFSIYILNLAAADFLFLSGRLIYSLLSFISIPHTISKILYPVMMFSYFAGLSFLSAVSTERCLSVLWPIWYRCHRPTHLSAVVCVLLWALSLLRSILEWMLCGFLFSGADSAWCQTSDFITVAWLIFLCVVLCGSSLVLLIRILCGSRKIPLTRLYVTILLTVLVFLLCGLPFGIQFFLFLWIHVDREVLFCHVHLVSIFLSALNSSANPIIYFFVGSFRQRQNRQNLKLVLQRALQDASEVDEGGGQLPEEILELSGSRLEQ
# MrgX1 antagonist = human MrgX1 receptor antagonism, primary screen; Q96LB2; MRGX1-HEK293 calcium flux, Fluo-4, BAM8-22 antagonism; hits give low values; B-score at 10 µM; actives 1.3% (n = 310,000); AID 588676;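 active means calcium-response B-score plate-corrected more than 3 library SD below zero, starting fluorescence within 5 deviations, no agonist response on first addition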;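 further: peak minus trough fluorescence over baseline after final BAM8-22 challenge near maximal dose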
# TRPC6 inhibitor = inhibitors of mouse TRPC6 channel. actives 1.1% (n = 310,000). HEK293-TRPC6, membrane potential dye, ACh-evoked depolarization; hits give low values. B-score at 10 µM. Q61143;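 active means B-score under library mean minus 3 SD, initial fluorescence not abnormally high, positive integrated signal ratio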;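 further: B-score derived from integrated fluorescence ratio over the kinetic read; more negative B-score means stronger inhibition of depolarization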
# HIF act = HIF pathway transcriptional activation | U2OS HRE-luciferase reporter, luminescence; normalized: DMSO 0%, desferrioxamine 100% | activation, % at 7.5 µM (by protocol) | actives 0.32% (n = 300,000);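 active means mean activation of at least 10% of the iron chelator positive control signal, with at least half of replicates also reaching 10%; inconclusive means mean and replicate majority disagree about reaching 10%; inactive means mean and most replicates under 10%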
# TRPC4 agonist = activators of mouse TRPC4 channel; HEK293 TRPC4beta/mu-opioid, Fluo4 calcium fluorescence; hits give high values; B-score at 10 µM; actives 0.49% (n = 310,000);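 active means B-score above 5 SD of library B-scores, and initial fluorescence ratio not above library mean plus 5 SD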;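 further: positive B-score marks a calcium rise read as TRPC4 activation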
#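 Assay system: HEK293 cells stably co-expressing mouse TRPC4beta and mu-opioid receptor / Timing: Fluo4 dye loading 45 min at room temperature, 110 s recording / Signal: Fluo4 calcium-sensitive dye fluorescence, kinetic, 1 Hz baseline / Read-out: integrated baseline-normalised fluorescence ratio, converted to per-well B score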
# MrgX1 ag = agonists of human MrgX1 receptor | Q96LB2 | MrgX1-HEK293 cells, Fluo-4 calcium fluorescence, agonist mode; hits give high values | B-score at 10 µM | actives 0.44% (n = 310,000) | AID 588627;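 active means calcium response B-score plate-corrected fluorescence ratio at least 3 library SD, with starting fluorescence B-score inside 5 SD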
#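 Material: HEK293 cells stably expressing human MrgX1 receptor | Quantity: 15,000 cells per well | Times: Cells plated overnight, dye loaded 0.5 h 37 °C, 0.5 h room temperature | Measured by: Kinetic Fluo-4 NW fluorescence of intracellular calcium | Control set: Positive and negative controls per plate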
# AI-2 QS mod = modulators of Vibrio harveyi AI-2 quorum sensing system; actives 0.4% (n = 300,000); Vibrio harveyi JMH597 AI-2 luminescence/OD600 ratio, 9 h; hits give low values; strain lacks LuxN and CqsS sensors; 0 = neutral-control median; activity change, % at 7.5 µM; in the data active means activity change below about -75%, passing the limit was not always enough; inconclusive means no clear call, values can overlap the other calls;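 further: luminescence divided by OD600 gain over 9 h not by final OD600 alone; inactives centre near 13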
# TRPC4 block = inhibitors of mouse TRPC4 channel. HEK293 TRPC4beta/mu-opioid, DAMGO-evoked Fluo4 calcium flux; hits give low values. AID 2247. actives 0.39% (n = 300,000). B-score at 10 µM;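 active means B-score over 3 SD under the library average, no early fluorescence shift, positive overall ratio signal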
#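 Material: HEK293 cells with stable TRPC4beta plus mu-opioid receptor expression / Probe or stimulus: DAMGO in two steps, submaximal then maximal / Compound: single concentration per test compound / Technique: kinetic Fluo4 fluorescence imaging of calcium influx / Read-out: per-well B score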
# The depositor's hits bear a star; i = inactive; ? = inconclusive; . = not tested or not shown. The list is partial; rates above refer to the full screens.
SMILES,TRPC6 act,PolyA inh,TRPC4 PAM,MrgX1 allo act,MrgX1 antagonist,TRPC6 inhibitor,HIF act,TRPC4 agonist,MrgX1 ag,AI-2 QS mod,TRPC4 block
O=C(CC1S/C(=N/N=C/c2c[nH]c3ccc(OCc4ccccc4)cc23)NC1=O)Nc1ccccc1 (configuration not stated),i,i,i,i,i,i,-0.1,i,i,16,i
CCN(CC)CCCNc1oc(-c2ccccc2[N+](=O)[O-])nc1C#N,i,i,i,i,i,i,-0.1,i,i,16,i
NS(=O)(=O)c1ccc(CCNC(=O)CCCCCn2c(=S)[nH]c3ccc(Br)cc3c2=O)cc1,i,i,i,i,i,i,0.8,i,i,14,i
O=C(CCN1CCN(c2ccc(Cl)cc2)CC1)Nc1nccs1,i,i,i,i,i,i,-0.5,i,i,17,i
Cc1ccc(N2C(=O)C(Cl)=C(NCc3ccccc3)C2=O)c(C)c1,i,i,i,i,i,i,0.7,i,i,3,i
Cc1ccc(C(=O)Nc2cccc(C(=O)N/N=C/c3ccccc3F)c2)cc1,i,i,i,i,i,i,-3.1,i,i,15,i
COc1ccc(-c2nnn(Cc3nn[nH]n3)n2)cc1OC,i,i,i,i,i,i,-0.2,i,i,23,i
CCc1ccc(C2c3[nH]c4ccccc4c3CCN2C(=O)CNC(N)=O)cc1 (configuration not stated),i,i,i,i,i,i,-0.2,i,i,40,i
COc1ccc(NC(=O)c2cc([N+](=O)[O-])ccc2N2CCCC2)cc1,i,i,i,i,i,i,0.1,i,i,6,i
COc1cc2cc(C(=O)N3CCOCC3)cc(-c3ccc(C)cc3)c2cc1OC,i,i,i,i,i,i,-0.9,i,i,0,i
Fc1cc(F)c2nc(Nc3nc4c(F)cccc4s3)sc2c1,i,i,i,i,i,i,1.8,i,i,7,i
O=C(CN1C(=O)NC2(CCCc3ccccc32)C1=O)N1CCN(C(=O)c2ccco2)CC1 (configuration not stated),i,i,i,i,i,i,0.0,i,i,13,i
CCN1CCN(CCCNC(=O)c2csc3c2CCCCC3)CC1,i,i,i,i,i,i,-0.4,i,i,6,i
O=C(c1ccccc1)c1ccc2nc(N3CCCCC3)c3nncn3c2c1,i,i,i,i,i,i,-0.6,i,i,7,i
O=S(=O)(c1ccccc1)c1nc(-c2ccccc2)oc1N1CCCCC1,i,i,i,i,i,i,-0.1,i,i,9,i
COc1ccc(CN2CCN(c3ncnc4scc(-c5ccc(F)cc5)c34)CC2)cc1,i,i,i,i,i,i,0.6,i,i,6,i
CCN1CCN(c2oc(COc3ccc(-c4ccccc4)cc3)nc2C#N)CC1,i,i,i,i,i,i,1.4,i,i,-8,i
COc1ncnc2c1oc1nc(CC(C)C)c3c(c12)CC(C)(C)OC3,i,i,i,i,i,i,0.1,i,i,.,i
CCOC(=O)CSc1nc2ccc(N)cc2s1,i,i,i,i,i,i,0.2,i,i,30,i
C/C(=N\NC(=O)CC1N=C(Cc2ccccc2)NNC1=O)c1ccccc1 (configuration not stated),i,i,i,i,i,i,0.0,i,i,17,i
CC1(C)CC(NC2C3CC4CC(C3)CC2C4)CC(C)(C)N1 (configuration not stated),i,i,12*,i,i,i,0.2,i,i,11,i
COC(=O)C1=C(C)N(C)C(=S)N(C)C1c1ccc(OC)cc1 (configuration not stated),i,i,i,i,i,i,0.2,i,i,-20,i
O=C(OCC(=O)c1ccc[nH]1)c1ccccc1,i,i,i,i,i,i,1.2,i,i,12,i
c1ccc(-c2nc(-c3ccncc3)no2)cc1,i,i,i,i,-7.6*,i,-38,i,i,?,i
CCOc1ccccc1CNC(=O)CCCc1cn(C)c2ccccc12,i,i,i,i,i,i,-0.2,i,i,20,i

# The closing 2 compounds of the section above come first, to join the parts:
SMILES,TRPC6 act,PolyA inh,TRPC4 PAM,MrgX1 allo act,MrgX1 antagonist,TRPC6 inhibitor,HIF act,TRPC4 agonist,MrgX1 ag,AI-2 QS mod,TRPC4 block
c1ccc(-c2nc(-c3ccncc3)no2)cc1,i,i,i,i,-7.6*,i,-38,i,i,?,i
CCOc1ccccc1CNC(=O)CCCc1cn(C)c2ccccc12,i,i,i,i,i,i,-0.2,i,i,20,i
OCC[C@@H]1C[C@@H](O)[C@H](O)[C@]2(OCc3ccccc32)O1,i,i,i,i,i,i,-1.0,i,i,19,i
Cc1ccc(N=Nc2c(C)[nH]n(C(N)=S)c2=O)cc1,i,i,i,i,i,i,0.4,i,i,6,i
O=C(CSc1nncn1-c1ccccc1)Nc1ccc(N2CCOCC2)cc1,i,i,i,i,i,i,-0.3,i,i,10,i
CCCc1cc(=O)n2nc(N3CCC(C(=O)NCc4ccc(C)o4)CC3)sc2n1,i,i,i,i,i,i,0.1,i,i,37,i
O=C(O)c1cc(S(=O)(=O)NCC2CCCO2)ccc1Cl (configuration not stated),i,i,i,i,i,i,0.3,i,i,7,i
Cn1c(CSc2ncccn2)nnc1SCC(=O)N1CCCC1,i,i,i,i,i,i,-0.1,i,i,22,i
CC1CCc2sc(C(=O)Nc3ccc(N4CCOCC4)cc3)cc2C1 (configuration not stated),i,i,i,i,i,i,0.7,i,i,22,i
CCc1nnc(NC(=O)CSc2nnnn2-c2cccc(C(C)=O)c2)s1,i,i,i,i,i,i,-0.1,i,i,5,i
CC(=O)N/C(=C\c1ccc(F)cc1)C(=O)OCc1ccccc1,i,i,i,i,i,i,-0.3,i,i,17,i
CC(=O)c1ccc(N2CC(C)(C)C2=O)cc1,i,i,i,i,i,i,-0.1,i,i,48,i
O=c1[nH]c(=S)[nH]c2c1C(c1ccc(Br)cc1)c1c([nH]c(=S)[nH]c1=O)O2,i,i,i,i,i,i,1.1,i,i,17,i
O=C(Nc1ccccc1)C1CC2CCCC(C1)C2=O (configuration not stated),i,i,i,i,i,i,-0.2,i,i,21,i
C=CCn1c(-c2ccccc2)nc2nc3ccccc3nc21,i,i,i,i,i,i,0.7,i,i,6,i
Cc1ccc(C(=O)NNC(=O)Cn2ccc(C(F)(F)F)n2)o1,i,i,i,i,i,i,-0.4,i,i,6,i
NNC(=O)c1ccc(COc2cccc3cccnc23)cc1,i,i,i,i,i,i,0.2,i,i,36,i
Cc1csc(NC(=O)C(C)Oc2ccc(Br)cc2)n1 (configuration not stated),i,i,i,i,i,i,-0.5,i,i,13,i
Cc1ccccc1NS(=O)(=O)c1ccc(N2CCCC2=O)cc1,i,i,i,i,i,i,0.4,i,i,17,i
COc1ccc(Nc2ncnc3ccc([N+](=O)[O-])cc23)c(OC)c1,i,i,i,i,i,i,0.4,i,i,5,i
O=C(NNS(=O)(=O)c1ccc(F)cc1)c1ccccc1,i,i,i,i,i,i,-0.5,i,i,32,i
C=CCOC(=O)C1=C(C)NC(=O)NC1c1ccc(O)cc1 (configuration not stated),i,i,i,i,i,i,-0.5,i,i,3,i
COc1ccccc1CNC(=O)CCS(=O)(=O)c1ccc2c(c1)CCN2C(C)=O,i,i,i,i,i,i,0.1,i,i,10,i
O=C(CSc1nnc2scc(-c3ccccc3)n12)N1CCCc2ccccc21,i,i,i,i,i,i,-0.1,i,i,10,i
CCCCC#Cc1ccc(C(=O)NNC(=O)Nc2cc(Cl)cc(Cl)c2)o1,i,i,i,i,i,i,-0.6,i,i,43,i
CCC(C)C1NC(=S)N(Cc2ccccc2)C1=O (configuration not stated),i,i,i,i,i,i,-0.4,i,i,13,i
O=C(Nc1cccc(F)c1)/C(=C/c1ccco1)NC(=O)c1ccco1,i,i,i,i,i,i,-0.7,i,i,-3,i

# Next section
SMILES,TRPC6 act,PolyA inh,TRPC4 PAM,MrgX1 allo act,MrgX1 antagonist,TRPC6 inhibitor,HIF act,TRPC4 agonist,MrgX1 ag,AI-2 QS mod,TRPC4 block
CCCn1c(SCC(=O)Nc2cccc(Cl)c2Cl)n[nH]c1=O,i,i,i,i,i,i,-0.1,i,i,14,i
COC(C/C=C\C(=O)[C@H](C)OCc1ccccc1)OC,i,i,i,i,i,i,0.4,i,i,4,i
Cc1ccc(C#N)c(SCCN2CCCCC2)n1,i,i,i,i,i,i,-0.5,i,i,17,i
O=C(Cc1ccccc1)Nc1ccc2oc(-c3ccncc3)nc2c1,i,i,i,i,i,i,0.0,i,i,23,i
Cc1onc(-c2ccccc2)c1C(=O)NC(=S)Nc1sc2c(c1C#N)CCC(C)C2 (configuration not stated),i,i,i,i,i,i,0.3,i,i,9,i
O=C(N/N=C/C(Cl)=C/c1ccccc1)c1ccccc1F,i,i,i,i,i,i,3.6,i,i,8,i
CSc1cccc(NC(=S)N2CCC(N(C)C3CCCCCC3)CC2)c1,i,i,i,i,i,-7.8*,0.5,i,i,43,i
CCOC(=O)N1CCC(N(CCN(C)C)C(=S)Nc2ccccc2C)CC1,i,i,i,i,i,i,0.2,i,i,6,i
CN(C)S(=O)(=O)N(CC(=O)Nc1ccccc1F)c1ccccc1,i,i,i,i,i,i,-0.2,i,i,-6,i
C=CCNC(=O)Cn1nc(-c2ccccc2)ccc1=O,i,i,i,i,i,i,-0.2,i,i,15,i
CN(C)CCCN(C(=O)c1ccc(S(=O)(=O)N(C)C2CCCCC2)cc1)c1nc2ccc(F)cc2s1,i,i,i,i,i,i,-0.6,140*,i,18,i
CCOC(=O)c1ccc(NC(=O)Cn2cnc3cc(C)c(C)cc32)cc1,i,i,i,i,i,i,0.4,i,i,17,i
CCOc1ccc(OCC)c(S(=O)(=O)n2cnc(C)c2)c1,i,i,i,i,i,i,-2.6,i,i,31,i
COc1ccc(C2CC(c3ccccc3)=NN2C(=O)COC(=O)C2CC2)cc1 (configuration not stated),i,i,i,i,i,i,0.8,i,i,26,i
Cc1ccc(NC(=S)Nc2cccc3ccccc23)cc1F,i,i,i,i,i,i,1.5,i,i,4,i
COc1ccccc1NC(=O)Cn1nnc(-c2ccccc2NS(=O)(=O)c2ccccc2)n1,i,i,i,i,i,i,-0.4,i,i,24,i
CCS(=O)(=O)c1nc(S(=O)(=O)c2ccc(Cl)cc2)c(N2CCc3ccccc3C2)s1,i,i,i,i,i,i,-0.3,i,i,24,i
